Luc counter: blocks Kinase-Glo luciferase, a counter-screen artifact | Kinase-Glo luciferase, ATP luminescence, 8 min | Potency, µM (top dose mostly 38.3 µM), for the others: at the highest dose activity change, negative = inhibition, hits mostly inhibitors | hit rate 0.28% among 200,000 | AID 1379; note: % is set by controls: 0 for no effect and ±100 for the full control effect; nearly all actives have a fitted effect of over 60% in size
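Luminescence was the read-out, taken after 8-minute incubation at ambient temperature. Luciferase turned over luciferin with 10 uM ATP in imidazole pH 7.2 buffer containing KCl, MgCl2, Tween 20 and BSA.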
RGS12 GoLoco inh: blocks human Gai1 binding to RGS12 GoLoco peptide, red readout. Gai1:RGS12 GoLoco peptide FP, rhodamine, 10 min. Potency, µM (highest dose often 61.6 µM), inactives show at the top dose activity, negative = inhibition, usual class: inhibitors. hit rate 0.44% among 230,000. AID 880; active = well fitted inhibition curve with a large enough effect, not every such curve was filed as active; inactive = no such curve, though single readings can be large or run the other way; note: % is set by controls: 0 for no effect and ±100 for the full control effect; nearly all actives have a fitted effect of over 30% in size; many of its hits are not listed in these tables
RECQ1 inh: inhibitors of human RECQ1 DNA helicase. Potency, µM (titrated, usually from 57.3 µM), for inactives: top-dose activity, negative = inhibition, hits mostly inhibitors. hit rate 0.54% among 240,000. AID 2549. RECQ1 DNA unwinding, red fluorescence kinetic read;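 note: plate controls were vehicle for no effect and no enzyme for full effect; nearly all actives have a fitted effect of over 30% in size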
Target sequence (P46063 whole entry, looked up): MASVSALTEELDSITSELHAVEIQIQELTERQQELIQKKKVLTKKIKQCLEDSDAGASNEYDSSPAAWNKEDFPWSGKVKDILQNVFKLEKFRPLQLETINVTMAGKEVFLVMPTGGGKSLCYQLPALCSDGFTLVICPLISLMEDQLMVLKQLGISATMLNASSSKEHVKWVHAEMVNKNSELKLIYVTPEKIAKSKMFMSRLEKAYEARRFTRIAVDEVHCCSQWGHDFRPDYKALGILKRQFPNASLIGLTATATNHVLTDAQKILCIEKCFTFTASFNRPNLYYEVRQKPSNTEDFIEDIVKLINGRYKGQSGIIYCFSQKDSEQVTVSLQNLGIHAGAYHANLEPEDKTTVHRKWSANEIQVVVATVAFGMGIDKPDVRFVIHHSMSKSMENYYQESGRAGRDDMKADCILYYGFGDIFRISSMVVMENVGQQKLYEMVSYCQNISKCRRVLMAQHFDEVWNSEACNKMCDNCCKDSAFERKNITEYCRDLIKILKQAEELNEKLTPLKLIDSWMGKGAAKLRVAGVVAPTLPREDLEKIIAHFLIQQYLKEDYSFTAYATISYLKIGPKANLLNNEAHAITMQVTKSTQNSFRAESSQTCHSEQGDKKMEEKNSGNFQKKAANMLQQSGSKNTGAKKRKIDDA
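RECQ1T1 50 nM; forked duplex (20 bp + 30-nt ss tails) 200 nM, ATP 2 mM final; pH 8.0, 2 mM MgCl2, 2.5 ug/ml poly(dI-dC); 15 min compound preincubation; discontinuous kinetic read over 2 h at RT.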
Epigenetic derep: derepresses silenced GFP reporter in murine cells | Potency, µM (top dose mostly 53.9 µM), without a hit: at the top dose GFP activation, hits mostly activators | hit rate 0.2% among 280,000 | murine LDR cells, GFP reporter derepression, 30 h; note: % of control where 0% means no effect; nearly all actives have a fitted effect of over 60% in size
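Reporter derepression read as number of fluorescent GFP-positive objects, 20-120 um in size, counted by laser-scanning cytometer. Mouse LDR line with an epigenetically silenced CMV-GFP locus; compound incubation 30 h, 37 C.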
IMPase Li cell: cell-permeable IMPase inhibitors with lithium potentiation; CHO-M1 cells, IP1 TR-FRET (IP-One), carbachol + lithium; Potency, µM (series often up to 59.4 µM), for the others: top-dose activity, negative = IMPase inhibition, actives largely listed as inhibitors; hit rate 0.35% among 210,000; AID 1457;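 note: IP1 builds up when IMPase is blocked and the TR-FRET signal falls; plate controls were basal vehicle for no effect and high inhibitor control for full effect; nearly all actives have a fitted effect of over 50% in size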
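Test compounds were applied to CHO-M1 cells previously cultured for 16–30 h at 2000 per well. A small lithium amount accompanied them; after 30 min at 37C, IP1 was quantified by TR-FRET.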
NPSR antagonist: neuropeptide S receptor (human) antagonism, cAMP; AID 1461; Potency, µM (doses to about 38.3 µM), inactives show at the top dose activity change, negative = inhibition, most hits filed as inhibitors; hit rate 1% among 220,000; CHO-NPSR cells, cAMP TR-FRET, antagonist mode; Q6W5P4; note: % is set by controls: 0 for no effect and ±100 for the full control effect; nearly all actives have a fitted effect of over 50% in size; many of its hits are not listed in these tables
Target sequence (Q6W5P4 whole entry, looked up): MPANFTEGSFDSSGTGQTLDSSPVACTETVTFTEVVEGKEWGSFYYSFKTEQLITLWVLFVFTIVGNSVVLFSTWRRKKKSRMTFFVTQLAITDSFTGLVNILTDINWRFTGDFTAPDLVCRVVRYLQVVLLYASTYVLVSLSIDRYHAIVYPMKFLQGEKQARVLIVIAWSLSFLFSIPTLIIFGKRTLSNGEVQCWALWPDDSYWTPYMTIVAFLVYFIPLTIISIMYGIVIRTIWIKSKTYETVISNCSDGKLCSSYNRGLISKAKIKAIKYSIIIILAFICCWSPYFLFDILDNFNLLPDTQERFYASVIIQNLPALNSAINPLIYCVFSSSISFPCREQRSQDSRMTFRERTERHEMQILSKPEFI
JMJD2E inh: inhibitors of human JMJD2E histone demethylase; JMJD2E catalytic domain, FDH-coupled NADH fluorescence (FDH is formaldehyde dehydrogenase); Potency, µM (series often up to 57.1 µM), without a hit: top-dose activity change, negative = inhibition, most hits filed as inhibitors; hit rate 1.6% among 230,000; AID 2147; active = well fitted inhibition curve with a large enough effect, not every such curve was filed as active; inconclusive = small, poorly fitted or top-dose-only effect, or another doubt; inactive = no such curve, though single readings can be large or run the other way;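 note: 0% = wells with enzyme and -100% = buffer wells without enzyme; nearly all actives have a fitted effect of over 50% in size; many of its hits are not listed in these tables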
SMN2 splice enh: SMN2 splice variant enhancement; HEK293 SMN2-luciferase splicing reporter, luminescence, 30-36 h; Potency, µM (titrated, usually from 46.1 µM), for inactives: at the highest dose activity change, positive = activation, most hits filed as activators; hit rate 2.8% among 210,000; AID 1458; note: % of control where 0% means no effect; nearly all actives have a fitted effect of over 55% in size
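HEK293 cells carry an SMN2 […]–luciferase reporter in which exon 7 inclusion puts luciferase in frame. Cells were plated 10-12 h before compound addition, then incubated 30-36 h at 37C. ONE-Glo luminescence was read; sodium butyrate at 4.5 mM final served as control.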
The depositor's hits bear a star; i = inactive; ? = inconclusive; . = no result given; & = joins results of further samples; [ ] = another dose, or the depositor's remark. Unless noted, calls come from the whole dose curve; as a rule, active = well fitted curve in the direction sought with a large enough effect; inconclusive = small, poorly fitted or top-dose-only effect, or another doubt; inactive = no such curve, though single readings can be large; an effect the other way counts as inactive or inconclusive. Potency is the fitted concentration of half-maximal effect. This is a subset, so the mix of outcomes need not match the whole.

| mol | RGS12 GoLoco inh | IMPase Li cell | Epigenetic derep | NPSR antagonist | RECQ1 inh | SMN2 splice enh | Luc counter | JMJD2E inh |
| --- | --- | --- | --- | --- | --- | --- | --- | --- |
| CCCN(CCC)C(=O)Cc1coc2ccc3ccccc3c12 | 2.6% | 26.0%[38.3 µM] | 0.0% | -27.4%[46.1 µM] | -13.9% | -23.3% | -2.3% | -0.4% |
| CCOC(=O)C1CCCN(Cc2nc(CC3CC3)no2)C1 (stereo not given) | -3.2% | . | -1.0% | 14.6% | -6.4% | . | . | 4.2% |
| CCCN(Cc1cc2cc(C)ccc2[nH]c1=O)C(=O)c1cccc(OC)c1 | -8.8% | 22.2% | -1.1% | -11.1%[46.1 µM] | -3.5% | -35.0%[inhibitor] | -0.4% | ? |
| Cc1sc2nc(SCC(=O)N(CCO)CCO)n(C3CCCCC3)c(=O)c2c1C | -3.0% | -8.1%[38.3 µM] | 0.1% | -19.7%[46.1 µM] | -3.1% | 15.5% | -5.2% | 21.2% |
| Cc1c(C(=O)NC(=S)Nc2ccccc2N2CCCC2)cccc1[N+](=O)[O-] | 10.6% | 3.8% | 0.0% | -26.2% | -13.0% | 1.6% | -1.3% | ? |
| CCOCCCN1CN(S(=O)(=O)c2ccc(Cl)cc2)c2nc3ccccc3nc21 | 3.9% | 3.8%[38.3 µM] | 0.9% | -10.8%[46.1 µM] | -8.8% | 4.3% | 4.4% | ? |
| O=C(NCc1ccccc1)C(c1cccs1)N(Cc1cccs1)C(=O)c1cnccn1 (stereo not given) | 5.5% | 5.2%[38.3 µM] | -0.8% | -16.5%[46.1 µM] | -2.1% | -14.5% | 0.8% | 1.8% |
| Cc1cc(C)cc(OCC(=O)NNC(=O)c2cc3ccccc3oc2=O)c1 | -2.8% | -10.7%[38.3 µM] | -0.9% | -7.1%[46.1 µM] | 11.0% | -4.1% | -3.9% | -0.1% |
| CCNc1nc(NC(C)C)nc(N(C#N)C(C)C(=O)N(CC)CC)n1 (stereo not given) | -1.6% | . | -0.9% | -1.0% | -8.0% | . | . | -7.5% |
| O=C(c1cnccn1)N(Cc1cccs1)C1(C(=O)NC2CCCCC2)CCCCC1 | 4.9% | 9.6% | -1.1% | -14.6% | -4.8% | 4.1% | 2.2% | 0.7% |
| CCNc1nc(NCC)nc(Oc2ccc(OCC)nn2)n1 | 1.9% | -23.3%[38.3 µM] | -1.4% | 2.5%[46.1 µM] | -9.9% | 17.1% | -1.8% | 5.2% |
| CCCCCn1c(CCNC(=O)c2cccs2)nc2ccccc21 | -3.4% | 27.0%[38.3 µM] | -1.1% | ? | -14.9% | -14.2% | -4.0% | 8.8% |
| O=C(NCCC1=CCCCC1)c1ccc(Cl)c(S(=O)(=O)Nc2ccccc2)c1 | 8.1% | -5.1% | -0.9% | -16.4%[46.1 µM] | -9.2% | -76.1%[inhibitor] | -0.2% | 9.0% |
| COc1cc(/C=N/n2cnnc2-n2nc(C)cc2C)cc([N+](=O)[O-])c1O | -2.7% | . | -1.8% | 35.5% | 10.0% | . | . | -10.8% |
| O=c1cc(CN2CC(O)Cc3ccc4ccccc4c32)nc2sccn12 (stereo not given) | 8.0% | 5.6% | -0.2% | -15.0% | -2.8% | 4.8% | 1.2% | ? |
| Cc1ccc(Nc2nnc(SCC(=O)NCc3ccco3)s2)cc1 | 19.4% | -5.6%[38.3 µM] | -2.2% | -23.8%[46.1 µM] | -11.0% | 8.2% | -8.2% | 1.9% |
| CCOC(=O)c1sc(Nc2ccc(OCC)cc2)nc1C | 1.3% | 24.1% | 0.3% | 20.2% | -4.7% | . | -1.2% | ? |
| CC(=O)NCc1nc2ccccc2n1Cc1ccccc1C | -8.0% | -5.9%[38.3 µM] | 0.0% | -7.0%[46.1 µM] | -7.2% | 12.8% | 3.8% | 7.2% |
| CC(C)(C)CN1CCNC(=O)C1CC(=O)NCCc1ccccc1F (stereo not given) | 20.4% | 4.8% | -1.8% | -5.4% | -22.3% | . | 3.7% | ? |
| CCOc1ccc(NC(=O)CN(C)S(=O)(=O)c2cccs2)cc1 | 4.7% | 12.1%[38.3 µM] | 0.0% | 9.5%[46.1 µM] | i | 22.8% | 0.0% | -1.7% |
| O=c1c2c(nc3c(-c4cccc(Br)c4)c[nH]n13)CCCC2 | 1.5% | -2.5% | -0.9% | -6.2%[46.1 µM] | -15.3% | -103.3%[inhibitor] | 3.1% | 0.8% |
| CCOC(=O)N1CCOCCOCCN(C(=O)OCC)CCOCC1 | 1.2% | -8.0%[38.3 µM] | 0.0% | 3.5%[46.1 µM] | i | -6.2% | -3.9% | 0.1% |
| Cc1cc(C(=O)O)ccc1[N+](=O)[O-] | 1.2% | -4.9% | . | . | -4.3% | 4.2% | . | . |
| O=C(/C=C/c1ccc(Cl)cc1Cl)N1CCc2ccccc21 | 15.1% | -9.3% | 1.3% | -39.0% | 12.1% | 2.51µM* | -23.1% | 2.4% |
| COc1ccc(C(=O)C[n+]2ccc3c(c2)nnn3-c2ccccc2)cc1 | 1.8% | 4.5% | 6.5% | -11.9% | -6.0% | 23.0% | 0.7% | -3.4% |
| COc1cc(O)ccc1/C=N/NC(=O)c1ccc([N+](=O)[O-])cc1 | -6.9% | 22.6% | 1.4% | 8.5% | -2.1% | 12.0% | -5.3% | 38.6%[activator] |
| CCn1c(C)nc2cc(C(=O)N=Nc3c(O)[nH]c4ccccc34)ccc21 | 4.0% | -2.7% | 2.6% | -13.3% | -8.8% | 55.6% | -1.9% | -1.4% |
| COCc1cccc(NC(=O)Cc2cccc3ccccc23)c1 | 7.8% | 8.3% | -1.3% | -1.9% | -2.8% | . | 0.2% | 10.1% |
| COc1cc2nc(C3CCC3)n(NC(=O)C3CCC3)c(=O)c2cc1OC | 8.7% | 10.2%[38.3 µM] | -0.2% | -3.1%[46.1 µM] | -20.0% | 14.4% | 1.5% | 5.4% |
| O=C(CNS(=O)(=O)c1ccc(Br)s1)NCc1ccc2c(c1)OCO2 | 11.2% | -6.8%[38.3 µM] | 0.0% | -12.2%[46.1 µM] | -3.5% | -30.2%[inhibitor] | 0.6% | 7.5% |
| CCOC(=O)CNC(=S)N(Cc1cccs1)C1CCCC1 | 12.9% | 2.0% | 0.0% | -2.8% | -1.2% | -4.7% | 1.3% | 10.7% |
| Cc1cc(C)c(C#N)c(Oc2ccc(O)cc2)n1 | 9.4% | 16.9%[38.3 µM] | -0.8% | 13.4%[46.1 µM] | -2.4% | -42.6%[inhibitor] | -1.1% | 1.3% |
| CCc1nc(SCC(=O)c2cccc([N+](=O)[O-])c2)n[nH]1 | -5.3% | 2.5% | 1.1% | 4.3% | i | 16.2% | -1.7% | 2.1% |
| CCOc1ccc(CCNC(=O)C2CCN(S(=O)(=O)N3CCCCC3)CC2)cc1OCC | -14.6% | -0.7% | 1.0% | -8.1% | -1.0% | -42.6% | 19.9% | 11.6% |
| CCCOc1ccc(C(=O)Nc2c[nH]c(=O)[nH]c2=O)cc1 | . | . | 1.0% | 2.6%[46.1 µM] | -2.5% | . | . | ? |
| COc1ccc(/C=C2/SC(=O)N(CCCCCC(=O)Nc3ccccc3C(=O)O)C2=S)cc1 | 14.0% | 3.0% | -2.3% | -14.5% | i | -30.8%[inhibitor] | 0.1% | -8.4% |
| COc1cc(NC(=O)Cc2ccccc2OC)cc(OC)c1 | -12.2% | -10.3%[38.3 µM] | 0.1% | -12.8%[46.1 µM] | -9.9% | 2.8% | 2.9% | 2.7% |
| Cc1ccc(C)n1-c1ccc(C(=O)NN=C2CCCC2)cc1 | 6.4% | 4.5% | -1.4% | 5.9% | -5.1% | 23.3% | 3.8% | -3.0% |
| O=C(NCc1ccc2c(c1)OCO2)C1CCN(c2nccc(C(F)(F)F)n2)CC1 | 9.2% | . | 15.1% | -1.7%[7.67 µM] | -10.4% | . | . | 12.5% |
| Cc1ccc(Cn2cnc3c(cnn3C(C)(C)C)c2=O)cc1 | -0.1% | 9.7% | -0.4% | 48.7% | -1.8% | . | . | 9.6% |
| CC(=O)Oc1cccc2c1C(=O)c1c(OC(C)=O)cc(C(=O)O)cc1C2=O | -3.6%&1.0% | 7.6%&9.2% | 7.4%&-0.5% | -33.8% | -3.1% | -30.7%&-23.9%[inhibitor] | 0.9%&-4.2% | ? |
| CC1CC[C@@]2(C(=O)O)CC[C@]3(C)C(=CCC4[C@@]5(C)CCC(O)C(C)(C)C5CC[C@@]43C)C2C1C (stereo not given in full) | -3.7% | 7.7% | 1.6% | . | -15.7% | 10.6% | -0.1% | 2.5% |
| Cc1ccc2nc(-c3ccc(NS(C)(=O)=O)cc3)cc(-c3ccccc3)c2c1 | 7.0% | 1.0%[38.3 µM] | 12.6% | ? | -31.4% | -8.9% | -1.0% | ? |
| O=[N+]([O-])c1ccc(N2CCN(S(=O)(=O)c3ccccc3[N+](=O)[O-])CC2)cc1NCc1cccnc1 | -7.0% | 8.2% | -1.8% | -8.6% | i | -10.8% | -1.5% | -4.7% |
| CCOc1cc(NC(=S)NCC(C)C)c(OCC)cc1NC(=O)c1cccs1 | 5.5% | 4.5% | 0.9% | -2.9%[46.1 µM] | -0.1% | 1.7% | -1.4% | 0.7% |
| COCCSc1ccccc1C(=O)Nc1nccs1 | -13.0% | 11.1%[38.3 µM] | 1.2% | -1.6%[46.1 µM] | -5.0% | 22.3% | -0.3% | -3.6% |
| O=C(O)c1ccc(NC(=O)C2(c3ccccc3)CCCC2)cc1 | -2.8% | . | 0.0% | -8.4% | 6.6% | . | . | 8.0% |
| CCOC(=O)C(NC(C)=O)(Nc1ccc(S(=O)(=O)Nc2onc(C)c2C)cc1)C(F)(F)F (stereo not given) | 11.6% | 20.0%[38.3 µM] | -1.0% | -1.0%[46.1 µM] | -8.4% | 17.8% | -4.6% | 5.4% |
| Cc1cnn(-c2cc(N/N=C/c3ccccc3F)ncn2)c1 | -9.6% | -12.9%[38.3 µM] | 0.0% | -0.7%[46.1 µM] | -2.7% | -5.9% | -0.3% | -1.4% |
| O=C(CN1CC(c2ccccc2)CC1=O)N/N=C/c1cc(Br)ccc1O (stereo not given) | -7.7% | -22.0% | -1.1% | -19.5% | -8.8% | -58.5%[inhibitor] | 3.0% | ? |

Screening data: PubChem BioAssay, National Center for Advancing Translational Sciences (NCATS)
